Screening results (PubChem)
JMJD2A Tudor inh: inhibitors of human JMJD2A Tudor domain | O75164 | AlphaScreen JMJD2A-Tudor / H3K4me3 peptide binding | Potency, µM (top dose mostly 114 µM), without a hit: at the highest dose activity change, negative = inhibition, most hits filed as inhibitors | actives 4.4% (n = 390,000); also: % is scaled to controls: 0 for no effect and ±100 for the full control effect; nearly all actives have a fitted effect of over 50% in size
PGK inhibitor: inhibitors of T. brucei phosphoglycerate kinase; PGK/GAPDH coupled, Kinase-Glo luminescence, 60 min; Potency, µM (highest dose often 57.5 µM), for the others: at the top dose activity change, negative = inhibition, usual class: inhibitors; AID 602233; actives 0.043% (n = 380,000); P07378; also: % is scaled to controls: 0 for no effect and ±100 for the full control effect; nearly all actives have a fitted effect of over 60% in size
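Recombinant glycosomal PGK reaction used 1,3-bisphosphoglycerate generated in-well by GAPDH (100nM final) in 100mM TEA pH 7.6, 5mM MgCl2, 0.01% Tween-20. After 60 minutes at room temperature, ATP was read by Kinase-Glo Plus luminescence end-point.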
GLS inh: inhibitors of human glutaminase (GLS); O94925; GLS enzymatic activity, qHTS titration; Potency, µM (doses to about 45.5 µM), for the others: at the top dose activity change, negative = inhibition, actives largely listed as inhibitors; actives 0.21% (n = 410,000); AID 624170; also: % is scaled to controls: 0 for no effect and ±100 for the full control effect
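Glutamate formation by hKGA was monitored fluorometrically using coupled glutamate oxidase, HRP and Amplex Red. Substrate was added as 1 mM L-glutamine solution; incubation was 30 min at RT after an initial read.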
Pin1 inhibitor: blocks the human prolyl isomerase Pin1 | Q13526 | Pin1 FP peptide displacement, HiFluor488, 10 min | Potency, µM (doses to about 115 µM), inactives show at the highest dose activity, negative = inhibition, actives largely listed as inhibitors | actives 0.009% (n = 390,000) | AID 504891; active = well fitted inhibition curve with a large enough effect in the polarisation, with a control signal flat, not every such curve was filed as active; inconclusive = small, poorly fitted or top-dose-only effect, or effect the other way, or a change in a side signal; inactive = no such curve, though single readings can be large or run the other way; the % refers to the polarisation; also: % is scaled to controls: 0 for no effect and ±100 for the full control effect
ERG Ets-DNA blk: ERG Ets/DNA interaction inhibition | P11308 | fluorescence polarization, His-ERG Ets domain / labelled DNA | Potency, µM (highest dose often 76.9 µM), for inactives: top-dose FP activity, negative = inhibition, most hits filed as inhibitors | actives 0.028% (n = 370,000) | AID 624246; active = well fitted inhibition curve with a large enough effect in the polarisation, with a control signal flat; inconclusive = small, poorly fitted or top-dose-only effect, or effect the other way, or a change in a side signal; inactive = no such curve, though single readings can be large or run the other way; the % refers to the polarisation;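 also: polarization taken with two DNA probes labelled with fluorescein and Texas red; % of control where 0% means no effect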
Target sequence (P11308 whole entry, looked up, the tested form may be a part): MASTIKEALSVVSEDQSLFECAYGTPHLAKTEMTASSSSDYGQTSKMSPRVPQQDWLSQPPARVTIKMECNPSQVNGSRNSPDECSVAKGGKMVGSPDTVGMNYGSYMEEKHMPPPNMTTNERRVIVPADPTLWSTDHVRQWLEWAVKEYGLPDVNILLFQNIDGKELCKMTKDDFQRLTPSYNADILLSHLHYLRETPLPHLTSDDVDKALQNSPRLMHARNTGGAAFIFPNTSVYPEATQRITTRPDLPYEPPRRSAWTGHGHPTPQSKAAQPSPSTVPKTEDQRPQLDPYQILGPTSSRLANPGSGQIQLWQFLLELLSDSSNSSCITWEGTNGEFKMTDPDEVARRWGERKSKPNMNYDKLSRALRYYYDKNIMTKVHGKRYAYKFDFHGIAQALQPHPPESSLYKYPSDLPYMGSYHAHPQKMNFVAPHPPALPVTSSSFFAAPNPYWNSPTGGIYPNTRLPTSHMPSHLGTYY
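His-tagged ERG Ets domain (1 uM in the protein solution; 300mM KCl, 50mM Tris-HCl, 1mM EDTA, 1mM DTT, pH 7.5) received compound, then a probe mix of 5 nM fluorescein-DNA and 100nM Texas-615-DNA. Fluorescence polarization was read for both dyes.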
HP1b binding inh: HP1-beta chromodomain-methylated histone interaction inhibition | actives 0.56% (n = 390,000) | AlphaScreen HP1-beta / biotin-H3K9me3 peptide binding | AID 540317 | Potency, µM (series often up to 114 µM), for the others: at the top dose activity change, negative = inhibition, most hits filed as inhibitors; also: nearly all actives have a fitted effect of over 70% in size; inactives centre near 23
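HP1-beta protein (50 nM final) preincubated 30 min at room temperature with biotinylated H3(1-18)K9me3 peptide (50 nM) in PBS pH 7.4, 0.01% Tween-20, then compound added for 30 min. AlphaScreen streptavidin donor/nickel chelate acceptor beads (10 ug/mL final), 30 min dark, luminescence read.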
ALOX12 inh: blocks human arachidonate 12S-lipoxygenase; P18054; actives 1.1% (n = 580,000); purified 12hLO, xylenol orange hydroperoxide absorbance; AID 1671190; Potency, µM (doses to about 108 µM), inactives show at the top dose activity change, negative = inhibition, actives largely listed as inhibitors; also: % is scaled to controls: 0 for no effect and ±100 for the full control effect
Target sequence (P18054 whole entry, looked up): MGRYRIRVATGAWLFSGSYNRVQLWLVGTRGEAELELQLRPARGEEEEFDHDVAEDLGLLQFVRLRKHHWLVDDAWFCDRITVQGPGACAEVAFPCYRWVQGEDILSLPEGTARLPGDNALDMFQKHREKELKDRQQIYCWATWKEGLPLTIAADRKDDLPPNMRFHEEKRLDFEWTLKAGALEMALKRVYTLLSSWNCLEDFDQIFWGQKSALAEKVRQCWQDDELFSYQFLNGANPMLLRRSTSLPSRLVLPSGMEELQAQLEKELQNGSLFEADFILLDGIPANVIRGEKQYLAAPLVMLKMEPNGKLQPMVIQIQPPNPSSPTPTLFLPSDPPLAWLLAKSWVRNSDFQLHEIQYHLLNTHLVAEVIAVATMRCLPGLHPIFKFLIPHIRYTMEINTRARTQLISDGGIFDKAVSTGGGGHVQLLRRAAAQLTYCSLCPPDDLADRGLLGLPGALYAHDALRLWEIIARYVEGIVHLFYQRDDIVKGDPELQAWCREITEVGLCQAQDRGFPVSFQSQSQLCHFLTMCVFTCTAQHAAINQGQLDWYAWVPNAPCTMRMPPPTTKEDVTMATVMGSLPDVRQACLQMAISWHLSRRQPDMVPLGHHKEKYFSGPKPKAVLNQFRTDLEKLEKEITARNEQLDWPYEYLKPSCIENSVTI
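Hydroperoxide product was detected by ferrous iron/xylenol orange as the 573 to 405 nm absorbance ratio. Arachidonic acid at 40 uM (final) was turned over for 30 min at room temperature by 150 nM human 12hLO, pH 7.0 Hepes buffer, after 15 min compound preincubation.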
RGS4 inh: human RGS4 inhibition. P49798. Potency, µM (series often up to 114 µM), for inactives: top-dose activity change, negative = inhibition, actives largely listed as inhibitors. Transcreener GDP fluorescence polarization, RGS4-accelerated GTP hydrolysis. actives 0.039% (n = 390,000). AID 504845; also: % is scaled to controls: 0 for no effect and ±100 for the full control effect; nearly all actives have a fitted effect of over 75% in size; some results filed as inactive show a strong effect at the top dose
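MLSMR compounds (23 nl, pin-transferred) preincubated 10 min at room temperature with a 500nM (2x) first reagent, then RGS4 at 900nM (2x) plus Transcreener GDP mix added; fluorescence polarization (620/688 nm) read before and after 90 min at 30 °C.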
rTrxR1 inhibitor: rat TrxR1 inhibition. O89049. AID 588453. actives 1% (n = 390,000). recombinant rTrxR1, NADPH fluorescence consumption, selenite substrate. Potency, µM (top dose mostly 114 µM), inactives show at the top dose activity change, negative = inhibition, most hits filed as inhibitors; also: % is scaled to controls: 0 for no effect and ±100 for the full control effect; nearly all actives have a fitted effect of over 65% in size
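Rat TrxR1 (90 nM in the dispensed reagent) was pre-reduced with 400 uM NADPH for 5 min at room temperature, then incubated with compound for 15 min. After 400 uM selenite was added, NADPH fluorescence (Ex 340/Em 450 nm) was followed for 8 min.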
Starred values were filed as active, the others as inactive; i = inactive; ? = inconclusive; nt = no result given; [ ] = remark or other dose. Unless noted, calls follow the shape of the dose curve; as a rule, active = well fitted curve in the direction sought with a large enough effect; inconclusive = small, poorly fitted or top-dose-only effect, or another doubt; inactive = no such curve, though single readings can be large; an effect the other way counts as inactive or inconclusive. Potency is read from the fitted curve at half-maximal effect. The list is partial; the hit share may differ from the screen's.

SMILES	JMJD2A Tudor inh	PGK inhibitor	GLS inh	Pin1 inhibitor	ERG Ets-DNA blk	HP1b binding inh	ALOX12 inh	RGS4 inh	rTrxR1 inhibitor
CC(C(=O)O)N1C(=O)C2C3c4ccccc4C(c4ccccc43)[C@@H]2C1=O (some centres undefined)	-2%	6%	1%	-1%	1%	31%	0%	19%	-7%
Cc1ccc(-c2nc(NCCCO)c3ccccc3n2)cc1	-12%	-9%	-18%	-1%	-14%	48%[activator]	2%	10%	7%
COc1ccccc1/C=N/NC(=O)C(NC(=O)c1ccccc1)=C(C)C	18%[57.1 µM]	-6%	1%	0%	-9%	33%	-23%	15%[11.4 µM]	1%[57.1 µM]
COC(=O)c1scc(C)c1NC(=O)C(Cl)c1ccccc1 (centres undefined)	6%	-1%	-2%	0%	-18%	43%[activator]	-13%	29%	4%
CCOC(=O)Cn1c(=O)oc2cc(S(=O)(=O)NCCCc3ccccc3)ccc21	-1%	-2%	-7%	2%	5%	47%[activator]	3%	-16%	24%
Cc1c(C(N)=O)sc2ncn(CCOc3ccccc3)c(=O)c12	-24%	-3%	-3%	-1%	-10%	33%	6%	3%	8%[57.1 µM]
O=c1cc(NCc2ccco2)c2ccccc2o1	-16%	4%	-12%	-1%	5%	16%	-24%	-4%	-16%
C=CCNC(=S)NCC1COc2ccccc2O1 (centres undefined)	-6%	i	-5%	1%	nt	38%	-6%	11%	-9%
COC(=O)c1ccc2[nH]c(C3(O)CCCCC3)c(C)c2c1	-30%	-3%	-2%	-2%	6%	17%	-8%	-11%	15%
COc1ccc(/C=N\NC(=O)c2ccc(F)cc2)cc1COc1ccccc1C(N)=O	-10%	6%	-3%	7%	-3%	35%	-4%	14%	22%
COc1cc(OC)c(NC(=O)C(CC(C)C)N2Cc3ccccc3C2=O)cc1Cl (centres undefined)	?	-3%	-11%	?	-1%	15%	?	-7%	-2%
CCOC(=O)C(CCCCC(NC(C)=O)(C(=O)OCC)C(=O)OCC)(NC(C)=O)C(=O)OCC	1%	6%	-14%	-8%	0%	32%	-32%	-25%	7%[57.1 µM]
CN(C)CC1CC/C(=C\c2ccc(O)cc2)C1=O (centres undefined)	89µM*	i	3%	8%	nt	?	?	?	0.71µM*
O=C(NC(Cc1c[nH]c2ccccc12)C(=O)O)/C(=C\c1ccccc1)NC(=O)c1ccccc1 (centres undefined)	-4%	-9%	0%	-9%	20%	23%	-10%	-16%	-6%
O=C(Nc1ccc(Cl)c(Cl)c1)Nc1nnc(CSc2ccccc2)s1	-5%	-2%	10%	20%	17%	19%	-10%	23%	2%
Cc1ccc(N2CC(NC(=O)c3cccs3)CC2=O)cc1 (centres undefined)	3%	-2%	2%	-3%	2%	32%	-27%	-13%	13%[57.1 µM]
CCN(C[C@H]1N[C@@](Cc2ccccc2)(C(=O)OC)[C@H]2C(=O)N(C)C(=O)[C@@H]12)C(=O)c1ccc(C)cc1	-8%	i	-4%	0%	-15%	52%[activator]	-5%	-7%	4%
O=C(CN1C(=O)NC2(CCc3ccccc32)C1=O)Nc1ccccc1Cl (centres undefined)	-12%	i	-4%	1%	-10%	55%[activator]	17%	6%	?
COc1ccc(C(C(=O)NC2CCCCC2)N(C(=O)CCCC(=O)Nc2ccccn2)c2ccc3c(c2)OCCO3)cc1 (centres undefined)	-5%	nt	-8%	1%	nt	20%	3%	11%	14%
CC(NC(=O)C(NS(=O)(=O)c1cccs1)C(C)C)c1ccc(S(N)(=O)=O)cc1 (centres undefined)	-11%	-8%	-4%	21%	-6%	33%	198%[activator]	7%	21%
Cc1ccc(CN2CCC(CNC(=O)c3cnn(-c4ccccc4)c3C3CCN(C(=O)OC(C)(C)C)CC3)CC2)cc1	-36%	3%	-4%	-2%	-3%	-13%	-5%	17%	7%
COc1ccc(-n2c(=O)c3c4c(sc3n(CC(=O)NC3CCCC3)c2=O)CCCC4)c(OC)c1	-20%	3%	-1%	0%	-3%	25%	-9%	17%	15%
O=C(NC1CCCCC1)C(c1ccco1)N(Cc1ccco1)C(=O)c1ccco1 (centres undefined)	-24%	-2%	-2%	3%	3%	29%	?	-30%	-28%
Cc1ccc(C)n1-c1ccc(-c2ccnc(N)n2)cc1	-26%	2%	0%	21%	2%	-1%	1%	-12%	?
CCCCn1c(N)c(N(CCOC)C(=O)c2cccc(S(=O)(=O)N(CC)c3ccccc3)c2)c(=O)[nH]c1=O	-20%	-1%	1%	0%	4%	12%	2%	12%	-6%
The list continues.
SMILES	JMJD2A Tudor inh	PGK inhibitor	GLS inh	Pin1 inhibitor	ERG Ets-DNA blk	HP1b binding inh	ALOX12 inh	RGS4 inh	rTrxR1 inhibitor
CC1(C)CC(N2CCN(C(c3ccccc3)c3ccccc3)CC2)=CC(=[N+]2CCCCC2)C1	25µM*	-6%	-1%	-1%	-5%	?	?	-28%	1%
O=C(Cc1cccc2ccccc12)N/N=C/C=C/c1cccc([N+](=O)[O-])c1	-27%	-8%	1%	3%	-3%	18%	5%	18%	1%
CC(C)CCNC(=O)CCC(=O)N1Cc2ccccc2Oc2ncccc21	-18%	0%	1%	8%	7%	11%	-21%	9%	0%
CCCCC1CCc2[nH]nc(C(=O)O)c2C1 (centres undefined)	-27%	-7%	17%	-10%	3%	26%	-3%	20%	10%[57.1 µM]
Cc1cc(C)c2c(C)nn(C3CCCCC3)c2n1	13%	-4%	?	2%	6%	35%	-5%	3%	12%
Cc1cc(C)c(OCCOCCN2CCN(C)CC2)c(Cl)c1	1.6µM*	i	-10%	-9%	1%	?	?	-11%	3%[57.1 µM]
C/C(=N\N1CCCCC1)c1ccccc1O	6%	-3%	-3%	3%	13%	35%	0%	-17%	-1%[57.1 µM]
O=S(=O)(NCC(c1ccccc1)N1CCc2ccccc21)c1ccccc1 (centres undefined)	22µM*	nt	15%	13%	-1%	-23%	?	-21%	7%
CCOc1cccc(C(=O)Nc2ccc(N3CCN(S(C)(=O)=O)CC3)cc2)c1	-26%	-6%	1%	0%	3%	31%	30%	0%	0%
CN(CC(=O)Nc1ccc(F)cc1)C(=O)COC(=O)CNC(=O)c1sc2ccccc2c1Cl	-5%	3%	1%	0%	7%	40%[activator]	-81%	9%	4%
Cc1ccc(C)c(N(CC(=O)NN=C2CCCCCCC2)S(C)(=O)=O)c1	-1%	-2%	7%	-1%	-8%	30%	3%	19%	4%[57.1 µM]
O=C(Cc1c(O)c2ccccc2[nH]c1=O)NCc1ccccc1F	-5%	6%	14%	1%	-3%	17%	0%	10%	12%[57.1 µM]
Cc1cc([N+](=O)[O-])cnc1N1CCOCC1	-13%	-4%	3%	5%	-8%	32%	-1%	-4%	-4%
OC(COCc1ccco1)CN1CCN(c2ccccc2)CC1 (centres undefined)	2.5µM*	-6%	31%	-3%	4%	?	?	-5%	-6%
CN(C(=O)CS(=O)(=O)c1cn(CC(=O)N2CCCCC2)c2ccccc12)c1ccccc1	7%	-7%	0%	6%	10%	23%	3%	-4%	11%
CCC(C)(C)n1nnnc1C(C(C)C)N(Cc1ccco1)Cc1cc2cc3c(cc2[nH]c1=O)OCO3 (centres undefined)	-1%	i	-4%	-8%	3%	28%	-23%	-40%	-22%
CN(C)S(=O)(=O)c1ccc(Cl)c(C(=O)NC2=NCCS2)c1	-16%	3%	1%	1%	-5%	20%	12%	-15%	-7%
CCc1ccccc1-n1c(C)nc2cc(C(=O)NCCc3ccc(Cl)cc3)ccc21	-22%	0%	0%	11%	2%	-13%	-27%	1%	18%[57.1 µM]
COc1ccc(N2CCN(C(=O)CSc3nnc(-c4ccc5[nH]c(C)c(C)c5c4)o3)CC2)cc1	-7%	6%	34%	7%	nt	9%	-13%	5%	8%
CC(C)(C)C(=O)Nc1ncc(C(F)(F)F)cc1Cl	-12%	-3%	15%	-4%	-2%	21%	3%	6%	6%[57.1 µM]
C[C@@H](CSc1ccccc1)CN1CC[C@H](C(C)(C)C)CCC1=O	41%[activator]	2%	-1%	?	9%	78%[activator]	-25%	0%	-6%[57.1 µM]
CCC(CC)c1nnc(NC(=O)C2COc3ccccc3O2)s1 (centres undefined)	-8%	i	-9%	3%	-2%	27%	3%	7%	14%
O=C(OCc1cc(=O)n2cc(Br)ccc2n1)C1COc2ccccc2O1 (centres undefined)	-18%	-3%	1%	0%	-8%	33%	-39%	-14%	-14%
CCc1nnc(NS(=O)(=O)c2ccc(NC(=O)c3ccccc3O)cc2)s1	1%	-4%	1%	0%	-8%	28%	0%	-7%	-2%
O=C1COc2ccc(C(=O)CSc3nnc(Cc4cccs4)n3-c3ccc(Cl)cc3)cc2N1	-26%	0%	2%	-1%	-2%	28%	-13%	-5%	5%
CCOC(=O)c1sc(Nc2ccc(Br)cc2)nc1C	56µM*	5%	2%	6%	2%	9%	?	-14%	12%[57.1 µM]

Single records, as listed above:
`O=c1cc(NCc2ccco2)c2ccccc2o1` is entered as JMJD2A Tudor inh = -16%; PGK inhibitor = 4%; GLS inh = -12%; Pin1 inhibitor = -1%; ERG Ets-DNA blk = 5%; HP1b binding inh = 16%; ALOX12 inh = -24%; RGS4 inh = -4%; rTrxR1 inhibitor = -16%
`CCCCC1CCc2[nH]nc(C(=O)O)c2C1` (centres undefined) is entered as JMJD2A Tudor inh = -27%; PGK inhibitor = -7%; GLS inh = 17%; Pin1 inhibitor = -10%; ERG Ets-DNA blk = 3%; HP1b binding inh = 26%; ALOX12 inh = -3%; RGS4 inh = 20%; rTrxR1 inhibitor = 10%[57.1 µM]
